Bioassay records (PubChem)
Rv3671c inh – inhibitors of M. tuberculosis serine protease Rv3671c; P9WHR9; inhibition, % at 5.96 µM; actives 0.048% (n = 320,000); in the data active = inhibition above about 38%;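 also: extracellular domain of Rv3671c used as enzyme; 0% = enzyme with DMSO and 100% = no enzyme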
Target sequence (P9WHR9 whole entry, looked up, the tested form may be a part): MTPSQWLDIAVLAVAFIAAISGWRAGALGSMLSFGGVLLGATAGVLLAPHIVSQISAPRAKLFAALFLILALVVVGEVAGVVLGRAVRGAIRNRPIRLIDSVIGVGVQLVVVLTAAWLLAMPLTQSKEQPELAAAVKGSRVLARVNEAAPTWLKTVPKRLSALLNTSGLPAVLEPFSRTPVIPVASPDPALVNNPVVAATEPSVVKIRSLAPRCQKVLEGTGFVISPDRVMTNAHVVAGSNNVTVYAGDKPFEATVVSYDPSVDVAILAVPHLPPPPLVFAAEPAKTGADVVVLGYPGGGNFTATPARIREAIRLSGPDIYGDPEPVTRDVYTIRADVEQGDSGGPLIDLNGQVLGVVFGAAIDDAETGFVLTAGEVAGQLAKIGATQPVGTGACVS
GDH-TPI counter – inhibits GDH-TPI coupling enzymes, artifact for Mtb FBA screen. GDH-TPI coupled enzyme counterscreen, NADH absorbance. inhibition, % at 4.8 µM. actives 1.2% (n = 360,000); in the data active = inhibition above about 30%;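 also: 0% = DMSO wells and 100% = wells lacking the enzyme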
VHR inh abs – blocks human VHR1 dual specificity phosphatase. actives 0.52% (n = 290,000). P51452. recombinant VHR phosphatase, pNPP absorbance. AID 1654. inhibition, % at 13.3 µM; in the data active = inhibition above about 50%; also: some compounds called inactive have numbers as strong as hits
Target sequence (P51452 whole entry, looked up): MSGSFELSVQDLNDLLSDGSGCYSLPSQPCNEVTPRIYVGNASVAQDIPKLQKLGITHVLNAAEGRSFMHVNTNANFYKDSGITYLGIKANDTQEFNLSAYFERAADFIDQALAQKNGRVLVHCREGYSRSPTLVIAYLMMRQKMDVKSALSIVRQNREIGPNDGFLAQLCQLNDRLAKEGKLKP
MazF activator – activators of E. coli MazEF toxin-antitoxin RNase. FAM/BHQ RNA-DNA oligo cleavage fluorescence, 5 h. activation, % at 20 µM. actives 0.32% (n = 350,000). AID 504720; in the data active = activation above about 50%
Target sequence (P0AE70 whole entry, looked up): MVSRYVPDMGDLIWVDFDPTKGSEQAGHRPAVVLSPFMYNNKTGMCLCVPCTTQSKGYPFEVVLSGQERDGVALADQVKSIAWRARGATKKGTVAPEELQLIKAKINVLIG
Mtb FBA inh – inhibitors of M. tuberculosis fructose-bisphosphate aldolase | purified M. tuberculosis FBA, fluorescence read-out | AID 588726 | inhibition, % at 1 µM | actives 2.3% (n = 360,000) | P9WQA3; in the data active = inhibition above about 27%;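 also: 0% = vehicle and 100% = reference inhibitor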
SARS 3CLpro inh – SARS-CoV 3CLpro protease inhibition; P0C6X7; recombinant SARS-CoV 3CLpro, quenched FRET peptide cleavage; inhibition, % at 6 µM; actives 0.14% (n = 290,000); in the data active = inhibition above about 12%
PriA SSB inh – blocks PriA binding to SSB C-terminal tail. AlphaScreen SSBct-PriA binding, biotinylated peptide. inhibition, % at 33 µM. actives 0.6% (n = 430,000). AID 1272365; in the data active = inhibition mostly above about 37%, no sharp cut-off; inactive = mostly below about 20%;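 also: plate controls were negative control peptide for no effect and reference peptide for full effect; strong numbers were not always called active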
BioA inh – BioA (M. tuberculosis) enzyme inhibition. inhibition, % at 9.99 µM. AID 602481. purified M. tuberculosis BioA enzyme, plate reader. actives 0.096% (n = 360,000); in the data active = inhibition above about 40%
Mtb UGM inh – Mtb UDP-galactopyranose mutase inhibition. actives 0.06% (n = 320,000). P9WIQ1. inhibition, % at 10 µM. purified UGM, fluorescence polarization probe displacement; in the data active = inhibition above about 10%, passing the limit was not always enough
BH1578 lux ind – inducers of Vibrio cholerae quorum light production without autoinducers. actives 0.16% (n = 350,000). activation, % at 18.7 µM. V. cholerae BH1578 lux reporter, luminescence, 6 h; in the data active = activation mostly above about 9.7%, no sharp cut-off; also: not every result past the cut was called active; inactives centre near 0; reference of the scale not given here
Starred values were filed as active, the others as inactive; i = inactive; / = no result given; & = joins results of further samples. This is a subset (hit frequency here may not be typical).

SMILES	Rv3671c inh	GDH-TPI counter	VHR inh abs	MazF activator	Mtb FBA inh	SARS 3CLpro inh	PriA SSB inh	BioA inh	Mtb UGM inh	BH1578 lux ind
O=C1CC(SC(=Nc2ccccc2)Nc2ccccc2)C(=O)N1c1ccc(Cl)c(Cl)c1 (centres undefined)	-17	12	-6	-4	-2	-7	-10	/	-5.4	i
OCCN(/C=N/c1nc(-c2ccc(Br)cc2)cs1)CCO	1	14	23	-19	-4	-3	/	0.7	-1.2	-0.6
Cn1nnc(NC(=O)/C=C/c2ccco2)n1	2	6	-12	5	5	-5	-18	-2.0	1.4	-0.6
Cc1ccc(NC(=S)NC(=O)C2CCCCC2)c(Br)c1	-3	-1	/	-1	4	/	4	-0.8	-1.1	i
O=C(NCc1ccccn1)c1ccc(/C=N/O)nc1	2	1	7	-6	0	4	/	-1.3	-0.6	-1.0
CCOc1ccccc1Oc1c(C)oc2c(CN3CCN(CCO)CC3)c(O)ccc2c1=O	-3	15	11	-3	80*	-9	-5	/	4.1	-0.7
COc1ccc(C(=O)N(C)Cc2ccc(C)o2)cc1OC1CCN(C(C)C)CC1	-13	10	49	-5	1	0	-6	-2.3	-1.8	-0.4
Cc1ccc(C2CC(c3ccc(NS(C)(=O)=O)cc3)=NN2C(=O)c2ccco2)cc1 (centres undefined)	2	29	0	0	2	1	11	/	4.1	-0.3
COc1cc(CNCc2ccc(Br)cc2)cc(OC)c1	-4	3	-2	2	1	3	-5	-1.7	-0.2	i
CC1Oc2ccccc2OC1(O)c1ccccn1 (centres undefined)	4	5	16	1	2	-9	-1	/	-1.9	i
CCSc1ccc(NC(=O)c2cccnc2)cc1	6	2	36	3	4	1	-3	9.5	-0.5	-7.7
COc1ccc(NC(=O)c2cncc(Br)c2)cc1S(N)(=O)=O	2	12	14	-1	-4	2	2	-2.7	1.1	-0.3
CNC(=O)N(O)C1N(/N=C/c2cc(Br)ccc2O)C(=S)SC1(C)C (centres undefined)	10	10	17	8	0	6	/	1.9	-1.9	-2.0
Cc1ccccc1NC(=O)c1cccc(Cn2cc(Br)c([N+](=O)[O-])n2)c1	-1	4	24	1	3	-6	-12	-0.7	6.1	i
COCCN(CCOC)S(=O)(=O)c1ccc(C(=O)NC2CCN(Cc3ccccc3)CC2)cc1	5	-16	6	7	-4	-3	4	0.4	2.8	-1.0
N#CCc1c(C#N)c(N)nc(N2CCN(S(=O)(=O)c3ccccc3F)CC2)c1C#N	-15	13	21	0	2	0	-18	19	0.5	i
CCC(=O)Nc1cccc(NC(=O)c2ccccc2Cl)c1	-1	0	8	10	-2	-1	0	/	-0.1	-0.5
Cc1cccc(NC2=C(NC(=O)c3ccccc3)C(=O)c3ccccc3C2=O)c1	-61	8	26	7	-5	5	38	7.6	-1.6	i
CC(C)C(NC(=O)OCc1ccccc1)C(=O)NCc1ccc(C(=O)O)cc1 (centres undefined)	-4	5	-8	-5	-2	4	-8	/	4.0	i
CCN=C1S/C(=C\c2ccc(OC)c(OCC)c2)C(=O)N1CC	14	/	-7	/	/	0	/	/	-2.0	/
O=C1C2CCCN2C(c2ccc(F)c(F)c2)N1c1cccc(Cl)c1 (centres undefined)	1	3	-16	5	0	4	-7	0.3	0.9	-0.4
CCOC(=O)COn1c(=O)c(-c2cc3ccccc3o2)[n+]([O-])c2ccccc21	6	1	14	26	-4	3	-17	/	7.7	1.4
CC(C)c1ccc(N(CC(=O)N2CCN(Cc3ccccc3)CC2)S(C)(=O)=O)cc1	0	10	20	-11	2	-1	0	-1.7	-2.4	0.5
CNC(=O)CC1C(=O)N(c2ccc(Cl)cc2)C(=S)N1NC(=O)c1cccc(F)c1 (centres undefined)	-2	-11	/	13	-7	-3	-4	-1.4	0.3	-0.2
O=[N+]([O-])c1cccc(/C=N\N2CCN(c3ccc(Cl)cc3)CC2)c1	4	7	22	6	4	0	/	-0.2	-0.4	i
Cc1ccc(CNC(=O)c2cc(=O)c3ccccc3o2)cc1	-9	-5	38	6	-2	2	-3	-0.4	1.2	-3.1
CN(CCO)c1ccc(/C=N/Nc2nncc3ccccc23)cc1	-4	15	18	-11	2	-6	/	-1.6	-1.8	-0.3
CC1(C)CC2CC(C)(CN2CC(O)c2ccccc2)C1 (centres undefined)	8	6	14	5	4	-6	-5	-1.2	0.0	-1.4
CCOc1ccccc1C(=O)N(Cc1ccco1)C1CCS(=O)(=O)C1 (centres undefined)	0	-5	-1	1	6	4	8	-0.3	-1.2	-0.2
CC(C)(C)CC(=O)N1CCN(Cc2ccc3c(c2)OCO3)CC1	0	9	40	4	0	1	-5	0.4	-2.7	-0.4
O=C(NCCOc1ccccc1Cl)c1ccc2c(c1)S(=O)(=O)c1cc(Cl)ccc1C2=O	-14	-4	/	-5	1	/	-5	0.9	0.1	-1.4
O=C1[C@@H]2Cc3c([nH]c4ccccc34)C(c3ccc([N+](=O)[O-])cc3)N2C(=O)CN1C1CC1 (some centres undefined)	-1	4	0	14	1	2	-8	1.6	1.8	i
Fc1ccc(Sc2cc(Cl)c(-c3ccccc3)nn2)cc1	-13	0	18	-5	2	3	-24	4.2	2.4	-3.0
Cc1cccc(N2CC(C(=O)Nc3ccc(S(=O)(=O)NCC4CCCO4)cc3)CC2=O)c1C (centres undefined)	-7	-9	2	6	-2	-1	-15	0.1	0.5	-0.3
CCN(CC)S(=O)(=O)c1ccc(C)c(NCC(=O)Nc2ccc(C#N)c(Cl)c2)c1	-30	12	-4	-5	-2	3	9	-0.2	2.6	-0.4
CCOc1ccc(Nc2nc(N)nc(CSC(=S)N3CCN(c4ccccc4)CC3)n2)cc1	0	-10	-12	-20	-1	4	1	/	1.2	-0.5
Cc1ccc(S(=O)(=O)N2[C@@H](c3ccc(C(C)(C)C)cc3)C(C(=O)O)=CC[C@H]2c2ccc(Cl)cc2)cc1	-34	3	/	-7	0	/	-8	3.0	/	-0.6
Cc1nn(CCCC(=O)N2CCc3ccccc3C2)c(=O)c2cc3sccc3n12	-4	1	-17	0	6	-3	-8	1.7	0.2	i
Cc1nc(SC2CC(=O)N(c3ccccc3)C2=O)nc2c1CCCC2 (centres undefined)	-3	5	36	-1	2	2	-15	-0.6	1.9	i
Cc1ccc(C(=O)COC(=O)CN2C(=O)C3C4CCC(C4)C3C2=O)cc1[N+](=O)[O-] (centres undefined)	0	4	22	14	2	5	3	/	-2.5	-0.6
S=C(NCc1ccncc1)Nc1cc(Cl)cc(Cl)c1	-1	7	26	-7	11	6	-13	5.6	0.0	-0.3
O=C(O)CC/C(=N\NC(=O)CNC(=O)c1ccc(F)cc1)c1ccccc1	-3	8	-7	-1	0	-7	/	-5.2	-1.9	-0.5
COc1ccc(Cl)cc1Nc1cc(C)nc2ccccc12	0	3	/	6	0	/	-7	1.5	-2.3	i
O=C(Cc1ccccc1)Nc1nc(-c2cccc([N+](=O)[O-])c2)cs1	-267	14	6	9	6	4	-4	/	0.4	2.1
CCOC(=O)CCCCC(=O)c1[nH]c(=O)[nH]c1Cn1cnc2ccccc21	-3	11	-4	5	0	-3	-7	-0.9	0.4	i
COc1ccc(-c2nc(CS(=O)CC(=O)NCCN3CCCCCC3)c(C)o2)cc1OC (centres undefined)	-14	4	21	9	6	5	-9	-0.6	-0.8	i
CNC(=O)N(O)C1N(/N=C/c2ccc(SC)cc2)C(=S)SC1(C)C (centres undefined)	0	36*	10	8	0	-3	/	-0.8	0.2	i
CCOc1ccc2oc(C(=O)Nc3ccc(N4CCOCC4)cc3)c(C)c2c1	-2	8	7	6	13	-5	7	-1.8	-1.6	i
Cc1ccc(OCC(=O)NNC(=O)CSC(=S)N2CCCC2)cc1	/	6	/	-3	-1	/	1	-1.5	/	i
Cc1ccc(OCc2nnc(SCC(=O)c3cccc([N+](=O)[O-])c3)n2C)cc1	8	-4	18	9	-2	1	-10	1.1	1.1	3.3

(next part)
SMILES	Rv3671c inh	GDH-TPI counter	VHR inh abs	MazF activator	Mtb FBA inh	SARS 3CLpro inh	PriA SSB inh	BioA inh	Mtb UGM inh	BH1578 lux ind
COc1cccc(CN(C)Cc2cc(=O)oc3c(C)c(C)ccc23)c1	/	-4	11	-10	-1	5	-19	-0.8	-3.2	-1.0
O=C(c1cccc2ccccc12)N1CCC(N2CCN(c3ccccc3)CC2)CC1	-4	3	30	-2	-1	-2	-4	/	-1.5	-0.3
CCN1CCN(CCCNC(=O)C2CCCN(c3nc4c(C)cc(C)cc4s3)C2)CC1 (centres undefined)	-7	4	29	11	-4	-4	-16	0.2	-2.7	-0.4
CC/C(=N\NC(=O)c1nnn(-c2nonc2N)c1-c1cccc(OC)c1)c1ccc(C)cc1	-7	-2	-2	3	-1	9	/	1.0	-3.3	1.1
CCC(=O)Nc1nnc(S(=O)(=O)N(CC)c2ccc(Cl)cc2)s1	4	9	27	13	-2	1	10	-2.3	-1.7	-0.6
Cc1ccc([N+](=O)[O-])cc1NC(=O)CSc1n[nH]c(-c2cccnc2)n1	1	-5	29	-3	0	-4	-3	7.1	-1.0	1.2
COC(=O)C[C@H]1C[C@H]2c3cc(NC(=O)Cc4ccncc4)ccc3O[C@H]2[C@@H](CO)O1	/	-13	/	0	0	/	/	0.8&-0.6	/	i
